KOR beta-arrestin-1 – KOR agonists, beta-arrestin recruitment, primary screen, cell-based, luminescence, uHTS (AID 1777). one-dose activation, % at 10 µM; EC50 in µM for titrated hits. hit rate 0.02% among 280,000. KOR beta-arrestin recruitment, luminescence; higher % means a stronger effect; in the data active = activation above about 50%, passing the limit was not always enough; note: a part of the inactive calls stands beside numbers as strong as those of hits
KOR beta-arrestin-2 – KOR antagonists, beta-arrestin recruitment, cell-based, luminescence, uHTS (AID 1778). KOR beta-arrestin recruitment, luminescence, antagonist mode; higher % means a stronger effect. inhibition, % at 10 µM; hits with a dose series show IC50 in µM. hit rate 0.091% among 290,000; note: strong numbers were not always called active
T cell HTS – T cell immune modulators affecting CD8 T cell-vesicle binding | 2C CD8+ T cell-vesicle binding, flow cytometry; stronger effect = lower value | calls only at 7 µM | hit rate 0.068% among 330,000 | AID 2052;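 active = response, share of CD8 T cells binding vesicles, and their 90th percentile fluorescence all below set limits, cut at about 80% in these data, passing the limit was not always enough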
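Material: murine 2C transgenic CD8+ T lymphocytes / Also added: QL9-peptide-loaded Drosophila micro-vesicles bearing Ld, ICAM-1 and B7-1 / Schedule: binding step 1.5 h, 37 °C, antibody labelling 20 min, ice / Signal: flow cytometry, PE anti-B7-1 (FL2) versus Alexa647 anti-CD8 (FL8), PFA-fixed / Evaluation: percent CD8+ FL2 mean versus row control / Benchmarks: naked versus QL9-loaded vesicles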
HEK293 NOD2/NF-kB – inhibition of NOD2-driven NF-kB reporter – cell-based, luminescence, uHTS, HEK293 (AID 1566); HEK293 NOD2/NF-kB luciferase reporter, luminescence; higher % means a stronger effect; inhibition, % at 4 µM, or EC50 in µM where a hit was titrated; hit rate 0.63% among 290,000; note: many of its hits are not listed in these tables
GPR55 antagonists – GPR55 antagonists blocking LPI-driven arrestin recruitment, primary screen, imaging, U2OS, beta-arrestin-GFP, LPI agonist (AID 2013) | U2OS GPR55 beta-arrestin-GFP translocation imaging, LPI antagonism; higher % means a stronger effect | inhibition, % at 10 µM; hits with a dose series show IC50 in µM | hit rate 0.13% among 290,000;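 active = spots per cell inhibited over 60%, with over 100 cells counted and total cytoplasm intensity under 500,000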;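 note: U2OS cells stably carrying GPR55 and arrestin-GFP stimulated by 5 µM LPI near EC80; imaged beta-arrestin-GFP aggregate spots per cell after agonist stimulation; plate controls were LPI-stimulated DMSO wells for no effect and DMSO wells without LPI for full effect; some results filed as inactive read as strong as hits; confirmed hits need IC50 under 10 µM and bright autofluorescent wells are also inconclusive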
GPR55 activation – selective activators of receptor GPR55 – imaging, U2OS cells, beta-arrestin-GFP redistribution, primary screen (AID 1961); U2OS GPR55 beta-arrestin-GFP redistribution imaging; higher % means a stronger effect; hit rate 0.048% among 290,000; one-dose activation, % at 10 µM; EC50 in µM for titrated hits;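 active = activation above 40% with more than 50 cells counted in the well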;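 note: U2OS osteosarcoma cells stably expressing GPR55 and beta-arrestin-GFP; plate controls were DMSO negative control for no effect and LPI positive control for full effect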
Myeloid diff 2 – compounds promoting myeloid differentiation. ER-HoxA9 myeloid progenitors, lysozyme-GFP differentiation, flow cytometry. calls only at 10 µM. hit rate 1% among 360,000;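 active = normalized GFP-positive differentiation at or above the plate's own cutoff, the solvent-only control mean plus 3 SD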;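 note: cells exposed to compound for four days before flow analysis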
NTR1 ag – agonists of NTR1, primary screen, imaging, U2OS cells, beta-arrestin-GFP, high content (AID 493036) | hit rate 0.17% among 330,000 | activation, % at 20 µM | NTR1-U2OS beta-arrestin-GFP spot imaging, agonist mode | P30989;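 active = activation at or above 40% of the spot to cytoplasm intensity ratio, with at least 20 cells analyzed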;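 note: 0% = DMSO without peptide and 100% = 100 nM NTR1 peptide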
Target sequence (P30989 whole entry, looked up): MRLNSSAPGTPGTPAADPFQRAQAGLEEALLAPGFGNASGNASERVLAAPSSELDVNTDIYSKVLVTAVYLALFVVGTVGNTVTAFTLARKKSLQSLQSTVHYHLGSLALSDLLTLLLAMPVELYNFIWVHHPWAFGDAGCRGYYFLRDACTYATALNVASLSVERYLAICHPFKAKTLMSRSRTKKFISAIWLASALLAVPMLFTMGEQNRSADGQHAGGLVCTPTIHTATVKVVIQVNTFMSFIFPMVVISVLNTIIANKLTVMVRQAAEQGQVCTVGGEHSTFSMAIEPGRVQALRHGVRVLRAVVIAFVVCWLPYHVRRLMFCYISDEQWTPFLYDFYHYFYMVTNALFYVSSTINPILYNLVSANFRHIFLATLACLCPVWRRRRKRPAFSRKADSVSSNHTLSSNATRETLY
NOD1 inhibition – inhibition of NOD1-driven NF-kB reporter – cell-based, luminescence, uHTS, primary screen (AID 1578). NOD1-driven NF-kB luciferase reporter cells, luminescence; higher % means a stronger effect. inhibition, % at 4 µM; hits with a dose series show EC50 in µM. hit rate 1% among 290,000; in the data active = inhibition mostly above about 36%, no sharp cut-off; inactive = mostly below about 34%;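 note: HEK-293T reporter cells stimulated with the NOD1 agonist gamma-tri-DAP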
T cell HTS vesicle-bound % – also measured in T cell HTS; calls as there; double positive events, %; measured here: CD8+ vesicle-bound cell fraction;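 binding gate set so that unloaded-vesicle control wells show 10% double positive cells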
NTR1 ag cell count 20 µM – also measured in NTR1 ag; calls as there; cell count; measured here: cell count, cytotoxicity flag
Myeloid diff 2 GFP+ MAC1+ % – further read-out of Myeloid diff 2, marked with its call; GFP+ MAC1+ double positive, %; measured here: differentiation confirmed by MAC1 staining
Starred values were filed as active, the others as inactive; i = inactive; x = not tested or not shown; + = active, no number; [ ] = another dose, or the depositor's remark. Cut-off read from the data, not from the text of the source, unless noted: active = inhibition above about 50%; inactive = the rest.

structure	GPR55 activation	NTR1 ag	HEK293 NOD2/NF-kB	T cell HTS	NTR1 ag cell count 20 µM	Myeloid diff 2 GFP+ MAC1+ %	Myeloid diff 2	KOR beta-arrestin-1	T cell HTS vesicle-bound %	GPR55 antagonists	NOD1 inhibition	KOR beta-arrestin-2
COc1ccccc1NS(=O)(=O)c1cc(N)ccc1N1CCCCC1	0.2%	2.6	-16%	i	36	0.5	i	0.8%	27	-8%	-2%	-45%[20 µM]
CCCNC(=O)OCC12CC3CC(CC(C3)C1)C2	-0.1%	2.3	2%	i	38	0.8	i	-4.3%	46	13%	-32%	-4%
COc1ccccc1N1CCN(C(=O)C(=O)N/N=C/c2cccc(O)c2)CC1	0.2%	1.2	14%	i	64	5.7	i	2.9%	8	17%	7%	8%
COc1ccccc1NC(=O)c1ccc(COc2ccc3c(c2)CCC3)cc1	0.0%	1.2	5%	i	51	0.6	i	-1.2%	30	9%	-22%	-21%
CC(C)(C)OC(=O)[C@H](Cc1ccccc1)NC(=O)c1nc[nH]c1C(=O)N1CCN(C(=O)OC(C)(C)C)CC1	0.0%	-1.6	14%	i	88	0.5	i	-4.4%	9	5%	-23%	-28%[20 µM]
Oc1c(N=Nc2ccccn2)ccc2ccccc12	-0.1%	1.3	-76%	i	86	2.7	i	-7.8%	8	-5%	96%*	2.3µM*
CCOc1ccc(NC(=O)c2cnc3scc(C)n3c2=O)cc1	0.2%	12	-21%	i	101	2.3	i	-2.0%	21	-8%	-34%	25%
C=CCSc1nnc(NC(=O)c2ccc(NC(C)=O)cc2)s1	0.2%	4.3	-6%	i	67	0.4	i	1.0%	60	-1%	-6%	8%
COC(=O)[C@H](Cc1ccccc1)NC(=O)NCCc1ccc(F)cc1	-0.1%	0.0	10%	i	62	0.6	i	6.8%	30	1%	-8%	11%
CC(C)CC(=O)N1CCC(N2CCN(c3ccccc3)CC2)CC1	-0.1%	-0.9	10%	i	62	0.7	i	-4.3%	55	5%	12%	26%
Cc1cc(=O)nc2c3ccccc3n(CC(=O)NCCC3=CCCCC3)n12	0.0%	0.6	3%	i	58	2.2	i	2.9%	28	2%	-6%	-17%
CCOC(=O)CNC(=O)C12CC3CC(CC(C3)C1)C2	-0.1%	0.7	-5%	i	45	0.1	i	-4.2%	31	1%	-26%	11%[20 µM]
O=C(O)COCC(=O)N1CCCN(c2nccc(C(F)(F)F)n2)CC1	0.8%	-0.2	19%	i	94	0.9	i	-1.7%	20	1%	-2%	12%
CN(CC(=O)O)S(=O)(=O)c1cc(Cl)ccc1Cl	-0.1%	0.8	-2%	i	42	8.0	i	-5.4%	14	0%	-15%	-54%
Cc1ccc(-c2onc3ccc(Cl)cc23)cc1	-0.2%	3.8	10%	i	53	0.7	i	-1.9%	55	10%	-4%	x
COc1ccccc1NC(=O)Nc1cccc(C(=O)O)c1	-0.6%	2.5	-14%	i	46	0.6	i	1.7%	44	11%	-19%	6%
COc1ccc(-n2nc3c(c2NC(=O)C2CCCC2)CS(=O)C3)cc1 (stereo unspecified)	-0.1%	0.4	-9%	i	49	1.5	i	2.4%	43	-17%	10%	8%
O=C1/C(=C/c2cccnc2)SC(=S)N1c1ccccc1	-0.2%	3.0	3%	i	74	0.6	i	0.3%	52	-13%	-15%	16%
COc1ccc(-c2cc(C(=O)N(C)Cc3ccccc3)no2)cc1OC	0.0%	-1.1	1%	i	52	11	i	0.3%	48	9%	-28%	-20%
CC(C)(C)C(=O)NC(=S)Nc1ccccc1C(N)=O	0.1%	2.2	11%	i	38	0.1	i	5.8%	28	5%	-29%	-39%
COc1ccc(NC(=O)c2cnc(NS(=O)(=O)c3ccccc3)nc2)cc1	-0.2%	2.2	-3%	i	39	0.4	i	-4.4%	4	6%	-12%	2%
COc1ccc(NS(=O)(=O)c2ccc(N3CCCC3)c(NC(=S)Nc3cccc(S(=O)(=O)N(C)C)c3)c2)cc1	-0.2%	0.1	20%	i	49	x	x	1.7%	53	6%	-11%	9%
CC(=O)N1CCC2(CC1)C(C#N)=C(N)Oc1c2sc2nc(C)cc(C)c12	-0.2%	-1.1	7%	i	76	1.0	i	-3.4%	51	14%	29%	3%
CCC(=O)c1ccc(OCC(O)CN2CCOCC2)cc1 (stereo unspecified)	0.3%	0.5	-10%	i	57	0.5	i	2.5%	47	-1%	-15%	23%
Cc1ccc(-n2nc(C(=O)O)cc2-c2ccccc2)cc1	0.2%	1.6	0%	i	75	0.7	i	0.2%	38	15%	-4%	-34%
Cc1ccc(-c2nnc3n2N=C(c2ccc(Br)cc2)CS3)cc1	-0.1%	9.7	6%	i	47	2.9	i	-5.1%	16	-9%	-5%	-22%
CN(C)CCNC(=O)c1ccc2c(=O)n(Cc3ccc(Cl)cc3)c(=S)[nH]c2c1	-0.2%	15	24%	i	87	11*	+	-1.0%	16	-1%	4%	-12%
O=C1CCC/C(=N\NC(=O)c2ccc(CSc3cccc4cccnc34)cc2)C1	0.2%	2.1	-11%	i	39	0.4	i	3.5%	5	17%	-24%	-45%
CC(C)(C)C(=O)N1CCC(O)(CS(=O)(=O)c2ccc(Cl)c(Cl)c2)CC1	-0.3%	1.9	16%	i	58	0.4	i	-3.6%	43	8%	-15%	-9%
OC(CN=c1sc2ccccc2n1CC(O)COc1ccccc1)COc1ccccc1 (stereo unspecified)	-0.3%	59*	12%	i	92*	0.9	i	-7.5%	44	7%	-10%	-11%

Some entries already given with just NOD1 inhibition, GPR55 antagonists and NTR1 ag:
molecule,NOD1 inhibition,GPR55 antagonists,NTR1 ag
COc1ccc(-c2cc(C(=O)N(C)Cc3ccccc3)no2)cc1OC,-28%,9%,-1.1
CC(C)(C)C(=O)NC(=S)Nc1ccccc1C(N)=O,-29%,5%,2.2

More records follow:
structure	GPR55 activation	NTR1 ag	HEK293 NOD2/NF-kB	T cell HTS	NTR1 ag cell count 20 µM	Myeloid diff 2 GFP+ MAC1+ %	Myeloid diff 2	KOR beta-arrestin-1	T cell HTS vesicle-bound %	GPR55 antagonists	NOD1 inhibition	KOR beta-arrestin-2
O=[N+]([O-])c1ccc(Oc2cccc3cccnc23)c(Cl)c1	-0.1%	-0.8	5%	i	84	1.0	i	-3.6%	23	11%	-4%	30%
O=C(COC(=O)/C=C/c1nc2ccccc2s1)Nc1ccccc1Oc1ccccc1	0.4%	10	1%	i	62	0.2	i	1.0%	7	17%	4%	2%
CN(C)c1ccc(/C=C(/C#N)C(=O)NCc2ccccc2)o1	0.4%	-4.2	-19%	i	55	0.4	i	-2.6%	54	11%	-30%	4%
COc1ccc2cc(C(=O)N3CCN(C)CC3)[nH]c2c1	0.0%	-0.6	-16%	i	80	0.6	i	-2.8%	29	6%	-4%	-6%
CC(=O)C1=C(C)Nc2ncnn2C1c1ccc(F)cc1 (stereo unspecified)	0.3%	-0.2	-10%	i	66	0.8	i	1.0%	45	10%	0%	-4%
COC(=O)[C@@H](NC(=O)N1CCC(Cc2ccccc2)CC1)C(C)C	0.6%	2.7	4%	i	90	0.5	i	5.8%	31	-6%	-13%	-17%
O=C(Nc1ccc(S(=O)(=O)N2CCCC2)cc1)c1cccnc1	-0.1%	2.6	3%	i	64	0.8	i	2.7%	13	9%	-11%	-13%
NC(N)=Nc1nc2cc([N+](=O)[O-])ccc2o1	0.1%	-0.2	-7%	i	41	0.3	i	-3.4%	21	5%	-27%	-1%[20 µM]
O=C(c1nn2c(C(F)(F)F)cc(-c3ccc(F)cc3)nc2c1Cl)N1CCOCC1	-0.3%	-1.5	14%	i	60	2.8	i	-8.1%	46	1%	-5%	-6%
CCCNNC(=O)C(O)(c1ccccc1)c1ccccc1	0.5%	-0.9	19%	i	51	0.4	i	-3.6%	44	1%	-2%	-2%
CCOc1ccc(C(=O)Nc2cc(OC)ccc2OC)cc1	-1.0%	0.5	-7%	x	54	2.0	i	-3.7%	x	0%	-20%	10%
COc1ccc(/C=C/C(=O)Oc2ccc(/C=N/NC(=O)COc3c(C)cccc3C)cc2)cc1	-0.2%	0.8	4%	i	42	0.6	i	6.1%	50	-1%	-17%	-18%
CCCCS(=O)(=O)N1CCCC(C(=O)NCC2CCCO2)C1 (stereo unspecified)	-0.4%	0.7	4%	i	62	0.3	i	-3.9%	56	-2%	-17%	-49%[20 µM]
CCCCCCc1ccc(N2C[C@H](CCCCC)[C@@H](CC(=O)NCc3ccc(OC)cc3)C2=O)cc1	0.2%	2.1	-3%	i	102	0.6	i	x	12	10%	-2%	-18%[20 µM]
COc1ccccc1CNC(=O)[C@@H]1CCCN1S(=O)(=O)c1ccc(C)cc1	-0.4%	-0.5	8%	i	32	1.1	i	-2.3%	38	3%	-24%	4%
CCCc1nnc(NC(=O)c2ccncc2)s1	-0.3%	0.8	-14%	i	57	3.0	i	4.0%	42	3%	-17%	-21%
c1ccc2c(C3=NNC(=NC4CCCCC4)SC3)c[nH]c2c1	1.1%	1.3	-9%	i	79	0.1	i	2.3%	45	5%	-37%	10%
COc1ccc(/C=C(\C#N)C(=O)Nc2cc(S(=O)(=O)N3CCCCC3)ccc2N2CCCCC2)cc1	0.3%	2.1	14%	i	70	1.0	i	3.1%	46	-10%	4%	-46%
Cc1cc(-c2c(C(=O)N3CCOCC3)c(C)nn2-c2cccc(C(F)(F)F)c2)no1	0.1%	-0.2	14%	i	73	0.3	i	-0.2%	31	-6%	-9%	-25%
CCOC(=O)c1c(C)c(C(=O)NCc2ccc3c(c2)OCO3)c(C)n1C	-0.1%	4.0	-10%	i	47	4.7	i	2.5%	41	0%	-28%	7%
O=C(Nc1ccccc1Oc1ccccc1)c1cnccn1	0.4%	-1.0	-3%	i	101	0.9	i	2.1%	7	-4%	-16%	36%
CN(C)S(=O)(=O)c1ccc(S(=O)(=O)N2CCCC2)cc1	0.2%	-0.5	-7%	i	80	0.3	i	-2.9%	13	4%	-30%	16%
O=C(c1ccccc1)c1ccc2c(c1)OCCOCCOCCO2	-0.1%	0.4	-4%	i	57	0.4	i	2.0%	19	7%	11%	30%
O=C(c1cnn2c(C(F)(F)F)cc(-c3ccc(Br)cc3)nc12)N1CCOCC1	-0.2%	x	2%	x	x	0.9	i	-6.6%	x	7%	7%	41%

From PubChem BioAssay

Not all compounds are listed (hit frequency here may not be typical).
